# D2 potentiator – D2 dopamine receptor (human) potentiation; potentiation, % at 10 µM; P14416; HEK293 T-REx D2, calcium flux, EC20 dopamine potentiation; AID 485347; actives 0.34% (n = 340,000);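 active means potentiation over 3 SD above the plate norm, cut at about 30% in these data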; further: 0% is about no effect
# Target sequence (P14416 whole entry, looked up): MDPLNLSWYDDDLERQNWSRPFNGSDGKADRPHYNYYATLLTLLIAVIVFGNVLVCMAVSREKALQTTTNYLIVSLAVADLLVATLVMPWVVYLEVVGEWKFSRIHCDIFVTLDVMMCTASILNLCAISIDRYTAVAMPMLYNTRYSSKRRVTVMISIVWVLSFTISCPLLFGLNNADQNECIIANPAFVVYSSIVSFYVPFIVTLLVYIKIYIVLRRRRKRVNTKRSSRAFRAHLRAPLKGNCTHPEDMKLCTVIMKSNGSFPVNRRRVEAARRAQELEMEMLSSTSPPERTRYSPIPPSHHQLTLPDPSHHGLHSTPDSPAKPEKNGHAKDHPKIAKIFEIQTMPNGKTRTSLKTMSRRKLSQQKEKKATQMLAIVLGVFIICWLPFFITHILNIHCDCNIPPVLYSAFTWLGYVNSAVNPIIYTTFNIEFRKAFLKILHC
#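 Potentiation of an EC20 dopamine calcium response measured kinetically over 180 s, after a preceding 180 s compound-only read flagging agonists. Cells: inducible Hek293 Trex D2 line, 4000/well, cultured overnight at 30 C before dye loading.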
# D1 antagonist – blocks dopamine activation of the human D1 receptor; P21728; HEK293 TREx D1 cells, calcium flux, dopamine EC80; hits give low values; AID 504652; actives 3.2% (n = 360,000); activity change, negative = inhibition, % at 10 µM; in the data active means activity change below about -30%; further: on the % scale 0 is the no-effect control and ±100 the full control effect
#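 Cells carrying a force-coupled, tetracycline-inducible human D1 receptor report calcium flux. Each well gets a 10 s baseline, compound with 180 s monitoring, then an EC80 dopamine stimulus with a second 180 s kinetic read.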
# RXFP1 ag – activates the human relaxin receptor RXFP1; HEK293T-RXFP1 cAMP TR-FRET, 30 min; response scale: percent of porcine relaxin response, buffer zero; Potency, µM (titrated, usually from 57.5 µM), for the others: at the top dose activation, actives largely listed as activators; Q9HBX9; actives 0.3% (n = 370,000); further: potency means the concentration at half of the fitted maximal effect; on the % scale 0 is the no-effect control and ±100 the full control effect; nearly all actives have a fitted effect of over 60% in size; many of its hits are not listed in these tables
#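 Agonist response is measured as cAMP accumulation in an RXFP1-transfected HEK293T line under PDE4 inhibition. Values are scaled between buffer-only and 29 nM porcine relaxin, and EC50s come from standard Hill equation fits.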
# Vif-APOBEC3F blk – Vif-A3F binding inhibition | HeLa A3F-eYFP + Vif (tagged APOBEC3F with the HIV-1 protein that degrades it), YFP fluorescence increase | Potency, µM (series often up to 46.1 µM), inactives show top-dose activity, negative = active | actives 0.2% (n = 390,000); further: potency means the concentration at half of the fitted maximal effect; % of control where 0% means no effect; nearly all actives have a fitted effect of over 65% in size
#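 Fluorescence increase (Ex 488/Em 500-530) after overnight compound treatment at 37 deg C flags inhibition of Vif-driven A3F-eYFP loss in stable HeLa A3F-eYFP/Vif cells seeded overnight beforehand.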
# Vif-APOBEC3G blk – Vif-A3G binding inhibition | HeLa A3G-eYFP + Vif (tagged APOBEC3G with the HIV-1 protein that degrades it), YFP fluorescence, overnight | Q9HC16 | Potency, µM (series often up to 46.1 µM), inactives show top-dose activity, negative = active, hits mostly inhibitors | actives 0.076% (n = 410,000);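 further: potency means the concentration at half of the fitted maximal effect; on the % scale 0 is the no-effect control and ±100 the full control effect; nearly all actives have a fitted effect of over 60% in size; hits raise eYFP signal because A3G escapes Vif-driven loss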
# Target sequence (Q9HC16 whole entry, looked up): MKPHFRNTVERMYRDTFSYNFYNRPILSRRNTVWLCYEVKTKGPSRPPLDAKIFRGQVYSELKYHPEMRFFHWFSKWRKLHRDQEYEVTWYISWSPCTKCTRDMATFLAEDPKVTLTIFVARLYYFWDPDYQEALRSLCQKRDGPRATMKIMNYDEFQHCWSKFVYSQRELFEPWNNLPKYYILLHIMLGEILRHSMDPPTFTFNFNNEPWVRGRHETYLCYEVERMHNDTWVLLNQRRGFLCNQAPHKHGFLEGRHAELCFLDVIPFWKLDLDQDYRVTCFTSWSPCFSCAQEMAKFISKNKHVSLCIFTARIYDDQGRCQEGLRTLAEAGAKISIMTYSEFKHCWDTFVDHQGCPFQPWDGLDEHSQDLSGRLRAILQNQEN
#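 HeLa cells stably expressing Vif and C-terminally eYFP-tagged A3G, seeded overnight at 37 deg C, then exposed to compound by pintool overnight at 37 deg C. Rise in yellow fluorescence (Ex 488/Em 500-530, Acumen) marks blocked Vif-driven A3G degradation.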
# D1 PAM – enhances dopamine response at the human D1 receptor; P21728; potentiation, % at 10 µM; actives 0.036% (n = 360,000); HEK293 TREx D1 cells, calcium flux, dopamine EC20 potentiation; in the data active means potentiation above about 30%; further: 0% is about no effect
# Glioma ERSR ind – induces the endoplasmic reticulum stress response in human glioma cells | U87-MG GRP78 promoter luciferase reporter, 16 h | Potency, µM, inactives show at the top dose activation, actives largely listed as activators | actives 0.02% (n = 420,000); further: potency means the concentration at half of the fitted maximal effect; series mostly up to about 76 µM; % of control where 0% means no effect; nearly all actives have a fitted effect of over 35% in size
#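 Stably transfected U87-MG human glioma cells carrying a GRP78-based luminescent sensor were seeded at 1000 cells/well, pin-dosed with compounds and incubated 16 h. Luciferase reagent was then added, and end-point luminescence was read after 10 min at room temperature.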
# D1 agonist – activates the human D1 dopamine receptor | actives 1% (n = 360,000) | activation, % at 2 µM | HEK293 T-REx D1 cells, calcium flux, agonist mode | P21728; in the data active means activation above about 30%; further: 0% is about no effect
#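 Inducible HEK293 T-REx D1 cells, force-coupled to calcium signalling, were plated at 4000 cells/well with tetracycline and held overnight at 30 C. After no-wash calcium dye loading, compound-evoked calcium rise over 180 s flagged agonists.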
# RXFP1 antagonist – blocks the human relaxin receptor RXFP1; Q9HBX9; HEK293-RXFP1, relaxin-stimulated cAMP HTRF, 30 min; hits give low values; activity change, negative = inhibition, % at 57.5 µM; actives 0.59% (n = 350,000);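 active means activity change of -60% or lower, but not beyond a set lower limit; inconclusive means change between -60% and -40%, or beyond the set limit; inactive means change above -40%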; further: on the % scale 0 is the no-effect control and ±100 the full control effect
# * hit, by the source's call; ? = inconclusive; . = not tested or not shown; & = joins results of further samples. Unless noted, the call rests on the fitted dose curve; in most records, active means well fitted curve in the direction sought with a large enough effect; inconclusive means small, poorly fitted or top-dose-only effect, or another doubt; inactive means no such curve, though single readings can be large; an effect the other way counts as inactive or inconclusive. Some of the compounds tested, so the mix of outcomes need not match the whole.
SMILES,D2 potentiator,D1 antagonist,RXFP1 ag,Vif-APOBEC3F blk,Vif-APOBEC3G blk,D1 PAM,Glioma ERSR ind,D1 agonist,RXFP1 antagonist
Cc1ccc(-n2nnnc2SCC(=O)N2CCNC2=O)cc1C,8,18,-2.1%,7%,-4%,6,0%,2,14
CC(C)(C)c1ccc(C(=O)Nc2nc3nc(-c4ccccc4)cc(=O)n3[nH]2)cc1,-1,0,-1.0%,-3%,1%,-4,2%,4,0
Cc1nn(-c2ccccc2)c2c1N(CC(=O)N1CCN(c3ccc(F)cc3)CC1)C(=O)CS2,9,-16,-2.4%,3%,5%,-2,-4%,4,.
CN(C(=O)CSc1nnc(Cc2cccc3ccccc23)n1N)C1CCS(=O)(=O)C1 (stereo not drawn),0,6,1.1%,3%,5%,2,-3%,-2,-5
COc1cc(NC(=O)C2=C(C)Nc3nnnn3C2c2ccc(SC)cc2)c(OC)cc1Cl (stereo not drawn),.,-7,-2.0%,0%,-3%,-1,-5%,-1,.
Cc1ccc(CNC(=O)c2cn(C)c3ccc(S(=O)(=O)N4CCOCC4)cc3c2=O)cc1,5&5,5&-2,2.1%&6.8%,-5%&1%,-8%&1%,5&-2,0%&-3%,0&2,4&-2
Cc1nc(N2CCOCC2)[nH]c(=O)c1CCC(C)C,1,5,1.9%,-24%,-3%,-4,-1%,8,20
Cc1sc(-c2ccncc2)nc1OC(=O)c1ccc(Cl)cc1,3,1,1.5%,-2%,-6%,-7,-2%,1,-22
O=C(Nc1ccccc1)n1cc(-c2ccccn2)c(N2CCOCC2)n1,4,-15,-2.9%,-9%,3%,-5,3%,4,8
COc1ccc(NC(=O)COc2ccc3c(c2)CCC3)cc1,15,-11,-1.9%,2%,-14%,3,-1%,5,-6
CCOc1ccccc1NC(=O)C1CCN(S(=O)(=O)c2ccc3[nH]c4c(c3c2)CCCCC4)CC1,4,-1,-0.6%,-3%,-3%,-2,-3%,3,-17
S=C(Nc1ccc(Oc2ccccc2)cc1)N1CCN(c2ccccn2)CC1,7,-11,-0.3%,-11%,2%,-11,-2%,5,-24
COc1ccc(CCNC(=O)CCNS(=O)(=O)c2cccc(Cl)c2)cc1OC,7,-14,0.4%,1%,1%,-4,-3%,2,7
CC(=O)Nc1ccc(CCCCc2ccccc2)cc1,.,.,.,-3%,2%,.,6%,.,4
CN(C)/C=C(/C(=O)c1ccc(Cl)cc1)S(=O)(=O)c1ccc(Cl)cc1,15,5,-2.6%,3%,4%,-2,0%,3,8
Cc1ccc(C)c2sc(NC(=O)c3nc4ccccc4s3)nc12,2,10,3.4%,2%,-8%,-1,-2%,1,-5
COc1ccc(C(=O)N2CCN(C(=O)CC(C)C)CC2)cc1OC,6,-1,-0.1%,.,-2%,-7,-3%,3,11
O=C(O)C1CCN(Cc2cnn(-c3ccccc3)c2-n2cccc2)CC1,.,.,.,-7%,0%,.,-1%,.,9
O=C(Cn1nc(C(=O)O)c2ccccc2c1=O)Nc1cccc(S(=O)(=O)N2CCCC2)c1,.,-2,2.2%,-1%,0%,5,-7%,5,-16
O=C(NCc1ccco1)c1nc2ccccc2s1,0,-2,-1.1%,-6%,0%,0,0%,4,-3
O=C(COC(=O)c1n[nH]c2ccccc12)c1cccc(Br)c1,14,-26,3.4%,-16%,0%,-6,2%,7,-8
COc1ccc(/[N+]([O-])=C/c2ccoc2)cc1,-6,-4,0.9%,2%,-13%,2,-1%,1,.
NC(=O)C1CCN(Cc2nc3cc(Cl)ccc3c(=O)[nH]2)CC1,-10,-1,-3.3%,6%,0%,-8,-3%,-1,-6
CCCN1Cc2cccc(C(=O)Nc3ccc4c(c3)OCCO4)c2C1=O,-23,-11,1.7%,2%,2%,-3,0%,1,-7
CC(=O)c1sc(Nc2ccc(C)cc2)nc1C,-3,-3,8.9%,9%,-3%,-7,-3%,-1,-2
SMILES,D2 potentiator,D1 antagonist,RXFP1 ag,Vif-APOBEC3F blk,Vif-APOBEC3G blk,D1 PAM,Glioma ERSR ind,D1 agonist,RXFP1 antagonist
COc1ccc(OC)c(C2C(C(=O)c3ccccc3)=C(C)Nc3nc4ccccc4n32)c1 (stereo not drawn),2,0,1.6%,6%,-2%,4,-5%,-3,.
O=S(=O)(Nc1ccc(-c2ccc(N3CCOCC3)nn2)cc1)c1cc(Cl)ccc1Cl,9,3,-1.9%,1%,-6%,-5,3%,7,-18
CCN(CC)C(=O)CSc1nc(C)cc(C)n1,-8,7,0.7%,-5%,2%,2,5%,1,-8
COc1ccc(CNC(NC(=O)c2ccccc2)(C(F)(F)F)C(F)(F)F)cc1,15,-4,0.4%,8%,2%,-4,-7%,5,-6
COc1ccc(CN(C)C(=O)c2ccc(NC(=O)CC3SC(N4CCCC4)=NC3=O)cc2)c(OC)c1OC (stereo not drawn),7,22,2.3%,-28%,-2%,0,-1%,2,1
CCCn1c(=S)[nH]c2ccc(C(F)(F)F)cc21,7,-8,-1.6%,5%,0%,-1,-5%,27,?
Cc1nn(Cc2ccccc2)c(Cl)c1C(=O)NCCc1ccccc1,9,-16,-1.0%,1%,-6%,-3,-1%,0,-2
Cc1ccc(CNC(=O)CSC2=Nc3ccccc3N=C(c3ccc(F)cc3)C2)cc1,10,30,-1.2%,-1%,-6%,2,-1%,5,.
COc1ccc(-c2nnc(SCC(=O)c3cccs3)o2)c(OC)c1,-1,-19,4.2%,-8%,0%,-6,7%,1,-12
CCN(CCNC(=O)C1CCN(S(=O)(=O)CC)CC1)c1ccccc1,-1,17,-0.4%,-9%,-2%,2,0%,-3,-14
Cc1noc(C)c1S(=O)(=O)N1CCN(c2ccc([N+](=O)[O-])cc2)CC1,-9,51,-2.2%,-15%,-2%,1,-6%,2,14
O=C(Nc1ccc(Cl)cc1)N1CCc2ccccc2C1,20,5,-0.3%,12%,-2%,6,0%,15,0
Cc1nn(-c2ccccc2)c(NC(=O)C(C)C)c(-c2ccccc2)c1=O,-9,-22,0.0%,-6%,4%,-1,-3%,1,-1
CCOc1cc(-c2sc(Nc3cc(C)ccc3OC)n[n+]2-c2ccccc2)ccc1OC,8,-25,7.3%,-1%,1%,-8,-4%,3,.
COc1ccc2oc(C(=O)OCC(=O)Nc3ccc(NC(C)=O)cc3)c(C)c2c1,15,11,5.9%,-2%,-6%,4,-1%,2,?
O=C(Cn1cc(SCc2ccc(Cl)cc2)c2ccccc21)N1CCCC1,3,-5,-1.7%,2%,0%,-7,-2%,2,?
O=C(COC(=O)c1cccc(S(=O)(=O)N2CCOCC2)c1)Nc1ncc(Cl)cc1Cl,13,-2,2.2%,4%,-1%,3,6%,6,-1
COC(=O)Cc1c(O)ccn(Cc2ccc3c(c2)OCO3)c1=O,2,5,-1.5%,13%,2%,7,-1%,2,4
NC(=O)COC(=O)c1sc2cc(F)ccc2c1Cl,-1,-6,0.5%,7%,2%,-3,-2%,9,16
CCCNS(=O)(=O)c1ccc(OC)c(Cl)c1Cl,-6,1,0.5%,7%,1%,0,1%,0,7
NC(=O)c1cc(S(=O)(=O)N2CCOCC2)cs1,0,7,0.3%,13%,-2%,0,1%,4,14
O=C(Nc1ccc(-c2nnc3n2CCCCC3)cc1)c1cc2ccccc2o1,0,-8,2.3%,7%,6%,-2,-5%,6,0
O=C(Cc1ccc(F)cc1)N1CCN=C1SCc1cccc([N+](=O)[O-])c1,-3,-2,2.2%,6%,1%,-5,-7%,7,-9
COc1cc2ccccc2cc1C(=O)Nc1ccc2oc(-c3cccc(Cl)c3Cl)nc2c1,8,2,0.8%,-3%,5%,-1,-5%,-2,-6
CCOc1cccc2sc(N(CCN(CC)CC)C(=O)c3ccco3)nc12,-11,10,0.4%,-2%,1%,-2,-4%,8,-3
SMILES,D2 potentiator,D1 antagonist,RXFP1 ag,Vif-APOBEC3F blk,Vif-APOBEC3G blk,D1 PAM,Glioma ERSR ind,D1 agonist,RXFP1 antagonist
CC(=O)c1c(C(C)=O)c(C)n(NC(=O)c2ccccc2O)c1C,-6,-6,0.4%,-2%,-2%,-3,-4%,1,-14
CC(C)(C)NC(=O)C(c1ccccc1)N(C(=O)CNC(=O)c1cccs1)c1cccnc1 (stereo not drawn),-3,-3,0.6%,-1%,3%,-5,-2%,1,-4
Oc1ccc(C(=S)N2CCN(c3cccc(Cl)c3)CC2)cc1,4,-10,0.4%,-11%,?,0,-2%,3,-26
Fc1ccc(C2N(c3ccccc3)C(=S)N3CCCN23)cc1 (stereo not drawn),15,-10,2.2%,-1%,-5%,0,1%,11,6
Cc1ccc(S(=O)(=O)N2CCN(C(=O)C(F)(F)F)C2c2ccc(N(C)C)cc2)cc1 (stereo not drawn),6,36,0.6%,-48%,1%,-7,-4%,1,6
O=C(c1nsc(Cl)c1Cl)N1CCCCC1,-6,-21,2.6%,0%,-1%,-6,-2%,2,39
O=C(O)c1nccnc1C(=O)Nc1ccc(Oc2c(Cl)cccc2Cl)nc1,3,47,-0.1%,1%,0%,-1,-4%,7,-8
C#CCOCCOCCOCCNc1nc(N2CCN(C(=O)Cn3cc(CC(C)O)nn3)CC2)nc(N2CCN(C(=O)[C@H]([C@@H](C)CC)n3cc(CCCN=C(N)N)nn3)CC2)n1 (stereo partly drawn),4,-1,0.1%,1%,4%,-6,-1%,3,.
Cc1cc(C(=O)N/N=C/c2cccnc2)c2ccccc2n1,19,4,0.8%,?,?,-2,-2%,4,-9
Cc1cnc(NC(=O)CSc2ccc(Cl)cc2)s1,-1,8,-0.7%,-1%,-9%,-5,-2%,2,-3
CCN(CC)C(=O)Cn1ncc2c1-c1ccccc1OC2,0,10,0.9%,1%,2%,3,-3%,1,0
O=C(Nc1ccc2c(c1)CCC2)c1cc(=O)[nH]c2ccccc12,0,-7,3.4%,4%,0%,4,0%,2,-9

# Among those listed so far, these contain a CF3 group.
SMILES,D2 potentiator,D1 antagonist,RXFP1 ag,Vif-APOBEC3F blk,Vif-APOBEC3G blk,D1 PAM,Glioma ERSR ind,D1 agonist,RXFP1 antagonist
COc1ccc(CNC(NC(=O)c2ccccc2)(C(F)(F)F)C(F)(F)F)cc1,15,-4,0.4%,8%,2%,-4,-7%,5,-6
CCCn1c(=S)[nH]c2ccc(C(F)(F)F)cc21,7,-8,-1.6%,5%,0%,-1,-5%,27,?
Cc1ccc(S(=O)(=O)N2CCN(C(=O)C(F)(F)F)C2c2ccc(N(C)C)cc2)cc1 (stereo not drawn),6,36,0.6%,-48%,1%,-7,-4%,1,6
